# MazF activator: activators of E. coli MazEF toxin-antitoxin RNase, primary screen, biochemical, fluorescence, uHTS | FAM/BHQ RNA-DNA oligo cleavage fluorescence, 5 h | 0.32% of 350,000 active | activation, % at 20 µM | Endoribonuclease toxin MazF (Escherichia coli (strain K12)), P0AE70; in the data active = activation above about 50%
# Target sequence (P0AE70 whole entry, looked up): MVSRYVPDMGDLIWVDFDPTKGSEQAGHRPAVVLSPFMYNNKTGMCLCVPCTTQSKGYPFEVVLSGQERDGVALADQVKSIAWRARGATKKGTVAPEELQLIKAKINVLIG
# Rv3671c protease: Rv3671c serine protease inhibitors, primary screen, biochemical, fluorescence polarization, M. tuberculosis H37Rv | P9WHR9 | inhibition, % at 5.96 µM | 0.048% of 320,000 active | AID 2606, 2010; in the data active = inhibition above about 38%;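 also: extracellular domain of Rv3671c used as enzyme; 0% = enzyme with DMSO and 100% = no enzyme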
# DUSP3 inh: VHR1 phosphatase inhibitors, primary screen, biochemical, absorbance, uHTS | Dual specificity protein phosphatase 3 (Homo sapiens), P51452 | AID 1654, 2009 | inhibition, % at 13.3 µM | 0.52% of 290,000 active | recombinant VHR phosphatase, pNPP absorbance; in the data active = inhibition above about 50%; also: some compounds called inactive have numbers as strong as hits
# Target sequence (P51452 whole entry, looked up): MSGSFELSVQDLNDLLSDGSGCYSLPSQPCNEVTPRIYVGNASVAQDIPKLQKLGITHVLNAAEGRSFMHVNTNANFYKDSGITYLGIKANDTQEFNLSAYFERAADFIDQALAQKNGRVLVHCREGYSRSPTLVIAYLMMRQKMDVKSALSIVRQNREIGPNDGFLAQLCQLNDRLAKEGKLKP
# 3CLpro inhibitor: SARS-CoV 3CLpro protease inhibitors, primary screen, biochemical, quenched FRET | inhibition, % at 6 µM | Replicase polyprotein 1ab (Severe acute respiratory syndrome coronavirus), P0C6X7 | 0.14% of 290,000 active | recombinant SARS-CoV 3CLpro, quenched FRET peptide cleavage | AID 1706, 2009; in the data active = inhibition above about 12%
# Anthrax LF inh2: Bacillus anthracis LF protease inhibitors, primary screen, biochemical, multiplex microsphere, MLPCN library. Lethal factor (Bacillus anthracis), P15917. inhibition, % at 10 µM. multiplex microsphere protease cleavage assay. 0.12% of 360,000 active; also: plate controls were buffer without enzyme for full effect and enzyme alone for no effect
# Target sequence (P15917 whole entry, looked up): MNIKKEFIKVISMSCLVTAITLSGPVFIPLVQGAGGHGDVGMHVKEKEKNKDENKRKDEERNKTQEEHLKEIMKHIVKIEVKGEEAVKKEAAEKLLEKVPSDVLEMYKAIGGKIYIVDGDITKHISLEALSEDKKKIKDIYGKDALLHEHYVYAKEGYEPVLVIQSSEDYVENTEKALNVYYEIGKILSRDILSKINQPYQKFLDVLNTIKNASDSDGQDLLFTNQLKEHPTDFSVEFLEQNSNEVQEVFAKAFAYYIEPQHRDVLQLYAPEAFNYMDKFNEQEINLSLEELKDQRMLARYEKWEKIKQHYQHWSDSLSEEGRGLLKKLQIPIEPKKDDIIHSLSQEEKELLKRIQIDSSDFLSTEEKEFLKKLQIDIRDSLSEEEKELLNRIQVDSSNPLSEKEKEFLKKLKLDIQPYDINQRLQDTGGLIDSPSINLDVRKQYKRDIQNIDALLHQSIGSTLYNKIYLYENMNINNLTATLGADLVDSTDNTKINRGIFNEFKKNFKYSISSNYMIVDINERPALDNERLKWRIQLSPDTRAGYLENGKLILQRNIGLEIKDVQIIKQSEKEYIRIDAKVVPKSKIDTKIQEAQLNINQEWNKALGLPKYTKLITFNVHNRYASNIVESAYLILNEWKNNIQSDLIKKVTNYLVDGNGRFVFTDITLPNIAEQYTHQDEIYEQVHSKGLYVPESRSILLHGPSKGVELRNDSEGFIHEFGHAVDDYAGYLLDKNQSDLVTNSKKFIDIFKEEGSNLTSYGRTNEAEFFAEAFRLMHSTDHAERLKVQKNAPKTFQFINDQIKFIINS
# PrPC TRFRET: inhibitors of human cell surface prion protein PrPC, primary screen, cell-based, TR-FRET. Major prion protein (Homo sapiens), P04156. TR-FRET read-out. inhibition, % at 13.8 µM. 0.43% of 370,000 active. AID 720596, 2013; in the data active = inhibition above about 24%; also: 0% = median of the test wells and 100% = reference compound wells
# SSB-PriA inh: inhibitors of Klebsiella pneumoniae PriA binding to SSB C-terminal tail, primary screen, biochemical, AlphaScreen; AlphaScreen SSBct-PriA binding, biotinylated peptide; inhibition, % at 33 µM; 0.6% of 430,000 active; in the data active = inhibition mostly above about 37%, no sharp cut-off; inactive = mostly below about 20%;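 also: plate controls were negative control peptide for no effect and reference peptide for full effect; strong numbers were not always called active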
# CCHF vOTU inh: CCHFV vOTU protease inhibitors, primary screen, biochemical, Pep-AMC substrate, fluorescence; 0.55% of 370,000 active; inhibition, % at 11.5 µM; in the data active = inhibition above about 30%; also: 0% = vehicle wells with enzyme and 100% = no enzyme wells
# BoNT A protease: BoNT/A light chain protease inhibitors, primary screen, biochemical, flow cytometry, MLPCN library. 0.17% of 360,000 active. multiplex microsphere protease substrate cleavage. inhibition, % at 10 µM. Botulinum neurotoxin type A light chain protease (Clostridium botulinum A str. ATCC 3502); also: plate controls were buffer without enzyme for full effect and enzyme alone for no effect
# BoNT F protease: BoNT/F light chain protease inhibitors, primary screen, biochemical, flow cytometry, MLPCN library; Multiplex microsphere protease cleavage assay; inhibition, % at 10 µM; 0.22% of 360,000 active; AID 588497, 2011; in the data active = inhibition above about 35%, passing the limit was not always enough; inconclusive = no clear call, values can overlap the other calls; also: plate controls were buffer without enzyme for full effect and enzyme alone for no effect
# Starred values were filed as active, the others as inactive; ? = inconclusive; / = no result given; & = joins results of further samples. Rule as the data show it, unless noted: active = inhibition above about 30%; inconclusive = no clear call, values can overlap the other calls; inactive = below that. An excerpt. The share of hits here may be higher or lower than overall.
mol,MazF activator,Rv3671c protease,DUSP3 inh,3CLpro inhibitor,Anthrax LF inh2,PrPC TRFRET,SSB-PriA inh,CCHF vOTU inh,BoNT A protease,BoNT F protease
O=C(C1=C[C@H](c2ccc(Br)cc2)C[C@H](OCc2ccc(CO)cc2)O1)N1CCN(Cc2ccc3c(c2)OCO3)CC1,0,-18,12,5,0,-2,-7,3,0.3,-8
O=C(CN1CCOCC1)Nc1cccc(S(=O)(=O)N2CCCCCC2)c1,-7,-1,1,1,0,13,-9,-8,-0.3,5
CCOc1ccccc1NC(=O)Cn1c(=O)n(CCC(=O)NC2CCCC2)c(=O)c2ccccc21,/,2,24,4,4,/,/,/,0.7,0
Cc1ccc(S(=O)(=O)NC(CCc2ccccc2)CC(=O)C(C)(C)C)cc1 (configuration not stated),-1,-8,-4,-5,/,/,-25,/,/,/
O=C(NN1C(=O)c2ccccc2NC1c1ccc([N+](=O)[O-])o1)c1ccccc1 (configuration not stated),5,0,-1,1,-1,3,-9,14,-0.9,-1
Cc1cc(C)n2nc(SCC(=O)NC(=O)c3ccccc3)nc2n1,-3,2,/,/,2,2,-2,5,0.9,7
COC(=O)c1ccnc(SCC(=O)c2ccccc2)c1,-4,2,-4,-2,1,7,-14,-5,0.2,-5
O=C(c1ccco1)N(CCCN1CCOCC1)c1nc(-c2ccc(Cl)cc2)cs1,-1,-11,3,-1,-3,-9,5,12,-0.3,-2
Cc1ccccc1C(=O)OC1OC(=O)C(Cl)=C1Nc1ccc(C(=O)O)cc1 (configuration not stated),-6,-8,-3,2,6,-10,-6,1,-0.4,2
COc1ccc(NC2CCCN(C(=O)CCN3Cc4ccccc4C3=O)C2)cc1 (configuration not stated),1,4,8,-1,/,5,-1,24,/,/
C[C@H](CO)N1C[C@H](C)[C@@H](CN(C)S(=O)(=O)c2ccccc2)Oc2ccc(NC(=O)CCN3CCOCC3)cc2C1=O,3,0,/,/,-10,2,-8,-5,0.4,-4
CCN(CC)S(=O)(=O)c1cccc(NC(=O)COC(=O)C2=COCCO2)c1,-3,0,/,/,2,-8,-7,-5,3.2,-5

# Some values from above:
# Under BoNT A protease, `Cc1cc(C)n2nc(SCC(=O)NC(=O)c3ccccc3)nc2n1` has 0.9
# Under SSB-PriA inh, `COc1ccc(NC2CCCN(C(=O)CCN3Cc4ccccc4C3=O)C2)cc1` (configuration not stated) has -1

# (listing goes on)
mol,MazF activator,Rv3671c protease,DUSP3 inh,3CLpro inhibitor,Anthrax LF inh2,PrPC TRFRET,SSB-PriA inh,CCHF vOTU inh,BoNT A protease,BoNT F protease
O=C1/C(=C/c2cccs2)SC(=S)N1C1CCS(=O)(=O)C1 (configuration not stated),-7,0,25,4,/,-3,1,-2,/,/
CCn1c2ccccc2c2nnc(SCC(=O)Nc3c(C)n(C)n(-c4ccccc4)c3=O)nc21,-7,-1,14,2,-1,-11,-3,3,-0.7,-15
O=C(Cc1ccccc1)Nc1nc2ccccc2s1,2,-9,-1,0,-3,2,-28,4,-0.7,-22
NC(=O)CN1N=C(c2cc(Cl)sc2Cl)CSC1=O,3,-3,33,2,6,2,-11,14,-0.5,-2
O=C(N=C1SC2CS(=O)(=O)CC2N1c1cc(Cl)ccc1Cl)C1CCCO1 (configuration not stated),5,-6,20,7,-1,5,3,-10,-0.5,7
COc1ccc(C(=O)N2CCCC(CCC(=O)NCc3ccc(F)c(F)c3)C2)cc1F (configuration not stated),-18,2,22,-5,1,-2,-4,1,-0.5,-6
O=C(O)Cc1ccc2c(c1)N(S(=O)(=O)c1cccs1)CC(C(=O)O)O2 (configuration not stated),0,4,10,1,-1,10,-4,-2,0.5,12
Cc1cc(NC(=O)CSCC(=O)N(C)Cc2c(F)cccc2Cl)no1,4,1,/,/,1,6,-19,-4,0.3,-3
Cc1ccc(S(=O)(=O)Nc2ccc3cn[nH]c3c2)cc1,5,4,/,/,3,5,-13,8,0.5,-13
O=[N+]([O-])c1cc(Br)ccc1C[n+]1ccccc1,4,/,/,/,-5,6,2,-5,-0.9,-13
S=C(/N=c1/sccn1Cc1ccccc1)NC1CC1,0,1,20,0,3,1,/,7,0.4,-8
Cc1cc(Br)ccc1NC(=O)CNC(=O)CSc1nccn1C,5,-4,/,/,0,-2,-5,12,-0.9,-3
CC(NC(=O)CCCCCNC(=O)N1CCn2c1nc1ccccc12)c1ccccc1 (configuration not stated),-10,4,25,-1,-1,6,-4,10,-0.8,2
CCN(C(=O)CSc1nnc(C2CC2)n1-c1ccccc1)C1CCS(=O)(=O)C1 (configuration not stated),0,5,/,/,-7,-3,-5,-14,-0.1,1
Cc1cc2c(c(=O)n1CCN(C)C)C(c1ccncc1)C(C#N)=C(N)O2 (configuration not stated),-17,-4,13,-1,-5,-2,-28,9,0.9,3
O=C(Nc1cccc(NC(=O)c2cc([N+](=O)[O-])ccc2Cl)n1)c1cc([N+](=O)[O-])ccc1Cl,12,-17,/,/,-2,/,-9,/,-0.5,-4
Cc1cccc([N+](=O)[O-])c1,5,0,/,/,-4,7,-3,9,0.0,-2
COc1ccccc1-n1c(SCC(=O)NC2CCCCC2)nc2c(c1=O)SCC2,1,-3,21,3,6,-8,-18,4,-1.1,1
CCn1c(-c2cccs2)nc2ccccc21,8,5,9,2,0,1,12,-11,0.4,-3
Cc1ccc(NC(=O)CN(c2ccc(C)cc2)S(=O)(=O)c2cccc3nonc23)cc1,4,-13,-11,-6,0,-10,23,-11,0.0,-8
Cc1ccc(C(=O)N2CC(C)CC(C)C2)cc1S(=O)(=O)N1CCCCC1 (configuration not stated),1,-7,/,/,-6,3,-8,21,0.4,5
CCOC(=O)C1(C)CCN1C(=O)c1cc(-c2ccc(Cl)cc2)oc1C (configuration not stated),/,/,/,/,-5,5,/,19,-1.5,-10
CC1(C)CC(=O)C2=C(C1)OC(=O)CC2c1cccs1 (configuration not stated),-3,-10,13,0,-5,-3,0,-19,-0.2,-1
O=C1OCCC1C(=O)c1ccccc1 (configuration not stated),0,/,/,/,-1,1,/,1,-0.5,1

# Record cards, as listed above. Screens in order: MazF activator	Rv3671c protease	DUSP3 inh	3CLpro inhibitor	Anthrax LF inh2	PrPC TRFRET	SSB-PriA inh	CCHF vOTU inh	BoNT A protease	BoNT F protease
# CCn1c2ccccc2c2nnc(SCC(=O)Nc3c(C)n(C)n(-c4ccccc4)c3=O)nc21 across the screens: -7	-1	14	2	-1	-11	-3	3	-0.7	-15
# COc1ccc(NC2CCCN(C(=O)CCN3Cc4ccccc4C3=O)C2)cc1 (configuration not stated) across the screens: 1	4	8	-1	/	5	-1	24	/	/

# Next part.
mol,MazF activator,Rv3671c protease,DUSP3 inh,3CLpro inhibitor,Anthrax LF inh2,PrPC TRFRET,SSB-PriA inh,CCHF vOTU inh,BoNT A protease,BoNT F protease
Cc1cc(C(=O)N2CCC(C(N)=O)CC2)c(C)o1,-12,2,/,/,-2,6,1&-1,6,-1.0,2
Cc1cccc(C(=O)OCC(=O)NC(=O)c2ccccc2)c1O,-4,3,/,/,3,-7,-7,-7,-1.1,12
CN(C)c1nc(N)c(C#N)c(C#N)c1C#N,9,/,/,/,3,-18,-17,-19,-0.7,-1
Cc1ccc(S(=O)(=O)N(C)Cc2ccccc2)cc1C(=O)N1CCCCC1,-9,5,10,1,-4,0,0,-8,-1.0,-10
COc1ccc(C(=O)COC(=O)Cc2n[nH]c(=O)c3ccccc23)c(OC)c1,2,-4,/,/,0,4,-5,8,3.2,17
CC1(C)Cc2nc(Cl)c(C(=O)O)cc2CO1,-14,6,28,-2,1,0,1,1,-0.5,8
COC(=O)c1ccc2nc(-c3ccc(C#N)cc3)c(Cc3cccc(Cl)c3)n2c1,/,/,/,/,-7,1,/,-7,0.8,8
O=C(COC(=O)CNC(=O)c1ccc(F)cc1)NC1CCCc2ccccc21 (configuration not stated),-3,1,/,/,0,-2,-7,-13,-0.8,-7
CC1=NN2C(=N)/C(=C\c3cc(C)n(-c4ccccc4)c3C)C(=O)N=C2S1,0,-3,-2,2,-5,0,-24,-23,0.8,-7
CCOC(=O)c1cnc2nc(NCc3ccc(OCc4ccccc4)cc3)[nH]n2c1=O,-5,5,24,6,-1,-2,-16,4,-1.5,-6
COCCNC(=O)C(NC(=O)C1CCCCC1)C12CC3CC(CC(C3)C1)C2 (configuration not stated),-2,5,6,-1,0,2,-1,6,0.5,3
C[C@H](CO)N1C[C@H](C)[C@@H](CN(C)CC2CC2)Oc2c(NS(=O)(=O)c3ccccc3)cccc2C1=O,4,-2,/,/,-3,-4,-10,-12,-0.2,4
CC1(C)Cc2c(sc3c2c(=O)n(Cc2ccccc2)c2nncn32)CO1,7,/,19,/,1,/,-12,/,-0.2,-8
O=C(Nc1nc2ccccc2s1)C1c2ccccc2Oc2ccccc21,7,-259,-5,5,-3,2,9,-6,-0.9,-5
O=C1CN2C(=Nc3ccc(Cl)cc3C2c2ccccc2)CN1 (configuration not stated),3,10,19,2,-2,3,3,11,-0.9,-3
O=C1CC(Nc2ccc(N3CCOCC3)cc2)C(=O)N1c1cccc(C(F)(F)F)c1 (configuration not stated),4,-1,-6,0,-12,/,9,/,-1.2,-9
COC(=O)c1[nH]c2ccc(F)cc2c1NC(=O)Nc1ccc(OC)cc1,-1,-2,6,4,4,1,-9,2,-1.1,-21
CC(=O)Oc1ccc(Cl)cc1CN(C(C)=O)C1CCCCC1,8,/,/,/,0,9,-3,-3,-0.3,3
CCC(CC)NC(=O)Nc1ccccc1C,-3,-2,31,1,-1,1,-7,-4,0.1,-2
Cn1ncc2c1ncn1nc(CCc3ccccc3)nc21,4,-1,20,-3,1,-2,10,-14,-0.3,-3
O=C(c1ccc(COc2ccccc2)o1)N1CCN(S(=O)(=O)c2ccccc2Cl)CC1,-1,-10,/,/,-6,-2,-1,14,-1.2,-11
c1ccc(CN2CCC(Nc3nc(-c4cccs4)nc4ccccc34)CC2)cc1,-3,-11,9,-4,-5,-2,14,3,-1.4,-8
CCOC(=O)N1CCN(C(=O)CS(=O)(=O)c2cn(Cc3cccc(F)c3)c3ccccc23)CC1,1,-1,18,7,0,0,-3,-16,0.6,4
CC(C)C12CN(C(=O)c3ccccc3[N+](=O)[O-])CC(C(C)C)(CN(C(=O)c3ccccc3[N+](=O)[O-])C1)C2=O,-2,2,25,29*,-5,-10,2,4,?,?
CCn1c(SCC(=O)c2cc(C)n(C)c2C)nnc1-c1ccccc1,1,-8,26,2,-1,3,0,3,0.4,11
CC1(Cc2ccc3c(c2)OCO3)C(=O)Nc2c(Cl)ccc(Cl)c21 (configuration not stated),/,/,/,/,-3,12,/,4,-0.7,-12
COc1cccc(CNC(=O)CCNS(=O)(=O)c2ccc(Br)s2)c1,14,-2,-7,-3,0,-4,-17,12,-3.2,-20
O=C(O)c1ccccc1C(=O)Nc1ccc(-c2csc(-c3ccccc3)n2)cc1,1,-1,30,5,-2,7,6,11,-0.5,-7
O=C(C1CC1)N1CCN(c2ccc([N+](=O)[O-])cc2)CC1,0,-3,/,/,-1,-36,2,5,0.1,-12
COc1cc(CN(C)CC2CCCN(CCc3cccc(C(F)(F)F)c3)C2)ccc1O (configuration not stated),-7,7,4,-1,-4,-4,3,-10,-1.0,3
CC(=O)c1c(C(C)=O)c(C)n(-c2nc(-c3ccc(C)c(C)c3)c(C)s2)c1C,-3,8,0,-1,-6,-8,-7,-11,-1.9,-26
O=C(O)c1ccc(-c2nc(-c3ccc(Cl)cc3Cl)cs2)cc1,-10,-4,34,2,-2,7,-9,6,0.5,-1

# Screening data from PubChem BioAssay.
